# Bioassay records (PubChem BioAssay)
# sPLA2-III inh: Blocks human group III sPLA2 activity; Q9NZ20; QFRET BODIPY PC-A2 liposome hydrolysis, fluorescence; inhibition, % at 12.2 µM; actives 0.56% (n = 370,000); AID 743126;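 active means inhibition above mean plus 3 SD of compounds lying within the high and low control bounds, cut at about 19% in these data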;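 further: 0% = median of test compound wells and 100% = no enzyme DMSO wells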
# Target sequence (Q9NZ20 whole entry, looked up): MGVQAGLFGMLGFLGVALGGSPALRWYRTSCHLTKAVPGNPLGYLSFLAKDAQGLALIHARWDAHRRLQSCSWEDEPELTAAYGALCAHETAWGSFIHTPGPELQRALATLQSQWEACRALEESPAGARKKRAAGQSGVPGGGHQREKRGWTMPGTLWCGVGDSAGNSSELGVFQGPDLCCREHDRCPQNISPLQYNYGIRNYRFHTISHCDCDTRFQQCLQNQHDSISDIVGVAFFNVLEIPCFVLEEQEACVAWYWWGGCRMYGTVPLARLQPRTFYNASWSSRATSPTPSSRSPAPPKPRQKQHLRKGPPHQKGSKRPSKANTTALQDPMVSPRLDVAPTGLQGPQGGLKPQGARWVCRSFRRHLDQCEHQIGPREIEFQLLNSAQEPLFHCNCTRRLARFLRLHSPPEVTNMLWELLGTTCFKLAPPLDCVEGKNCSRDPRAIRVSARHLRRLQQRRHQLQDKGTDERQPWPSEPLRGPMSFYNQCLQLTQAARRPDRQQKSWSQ
# PLC-gamma1 inh: PLC-gamma1 (human) inhibition, primary screen | P19174 | purified PLC-gamma1, fluorogenic substrate, fluorescence | inhibition, % at 12.2 µM | actives 0.84% (n = 370,000) | AID 720700; in the data active means inhibition above about 9.5%
# DAX1 inh-1: inhibitors of human orphan nuclear receptor DAX1 (NR0B1) | P51843 | HEK293 Gal4-DAX1 luciferase reporter, luminescence | inhibition, % at 6.75 µM | actives 0.99% (n = 340,000) | AID 504766;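 active means inhibition above the mean over all tested compounds plus 3 SD, cut at about 4.2% in these data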;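 further: 0% = DAX1-transfected cells with DMSO and 100% = empty-vector control cells with DMSO; inhibition shows as a rise in luminescence from relieved DAX1 repression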
# hgDAF-12 ag: agonists of H. glycines DAF-12 nuclear receptor. HEK293 GAL4-hgDAF12 UAS-luciferase reporter, agonist luminescence; normalized to butyrate control. activation, % at 6.8 µM. actives 1.8% (n = 370,000). AID 687014;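 active means activation above a cutoff set at the mean of all screened compounds plus 3 SD, cut at about 10% in these data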;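 further: 0% = DMSO wells and 100% = sodium butyrate wells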
# DAX1 inh-2: DAX1 (NR0B1) inhibition, primary screen; inhibition, % at 6.8 µM; HEK293T StAR-luciferase reporter, SF-1/DAX-1 repression relief; AID 652010; actives 1.1% (n = 370,000);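 active means inhibition above the mean over all tested compounds plus 3 SD, cut at about 3.6% in these data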;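 further: 0% = DAX-1 cells with DMSO and 100% = cells lacking DAX-1 with DMSO; higher inhibition means more luminescence from relief of DAX-1 repression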
# ssDAF12 agonist: S. stercoralis DAF-12 activation, primary screen; HEK293 ssDAF-12/GRIP1 lit1-tk-luc reporter, luminescence; % of 3 µM dafachronic acid response; activation, % at 6.8 µM; actives 1% (n = 370,000); AID 652126;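 active means activation above the mean over all tested compounds plus 3 SD, cut at about 0.9% in these data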;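 further: 0% = DMSO-only wells and 100% = 3 µM delta7-dafachronic acid wells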
# FXN GAA850 act: activators of GAA850 frataxin (FXN) promoter; HEK293 lucGAA850 FXN promoter luciferase reporter, 24 h; percent of 10 µM SAHA response; activation, % at 6 µM; actives 0.56% (n = 360,000); AID 540364;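 active means activation above the average of all compounds screened plus 3 SD, cutoff fixed separately per campaign, cut at about 7.5% in these data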;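 further: 0% = DMSO wells and 100% = 10 µM SAHA wells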
# ADAM17 inh: inhibits human ADAM17 | inhibition, % at 6.95 µM | P78536 | actives 0.83% (n = 370,000) | recombinant ADAM17, EDANS/DABCYL FRET peptide cleavage;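 active means inhibition above the mean of compounds lying between control limits plus 3 SD, set per campaign, cut at about 8.5% in these data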;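 further: 0% = DMSO-only wells as the low control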
# PLC-beta3 inh: PLC-beta3 (human) inhibition, primary screen; AID 720704; actives 0.18% (n = 370,000); Purified PLC-beta3, fluorogenic substrate, fluorescence; inhibition, % at 12.2 µM; in the data active means inhibition above about 11%;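 further: 0% = median of compound wells on plate and 100% = full blocker control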
# ADAM10 inh: inhibitors of human ADAM10. O14672. actives 0.62% (n = 370,000). inhibition, % at 7 µM. recombinant ADAM10, EDANS/DABCYL FRET peptide cleavage, 3 h;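 active means inhibition above a per-campaign cutoff equal to the mean of compounds falling between control-based bounds plus 3 SD, cut at about 20% in these data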;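 further: 0% = DMSO wells while the 100% control is not disclosed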
# Target sequence (O14672 214-748 limits assumed): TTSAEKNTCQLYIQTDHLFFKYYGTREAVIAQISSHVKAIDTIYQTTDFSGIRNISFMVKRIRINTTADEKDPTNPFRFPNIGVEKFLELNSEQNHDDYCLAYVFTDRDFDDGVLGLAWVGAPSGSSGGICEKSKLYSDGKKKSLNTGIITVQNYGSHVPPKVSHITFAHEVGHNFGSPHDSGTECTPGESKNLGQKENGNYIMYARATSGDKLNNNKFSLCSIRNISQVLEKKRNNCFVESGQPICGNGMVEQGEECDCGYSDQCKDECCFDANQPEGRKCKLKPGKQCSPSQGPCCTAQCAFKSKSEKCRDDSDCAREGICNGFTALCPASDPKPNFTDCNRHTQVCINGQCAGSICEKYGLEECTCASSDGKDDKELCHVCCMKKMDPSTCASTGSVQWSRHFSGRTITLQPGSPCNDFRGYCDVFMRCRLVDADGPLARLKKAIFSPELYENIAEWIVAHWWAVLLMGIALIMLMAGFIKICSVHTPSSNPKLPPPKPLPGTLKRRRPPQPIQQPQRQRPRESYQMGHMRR
# hcDAF-12 act: activates DAF-12 receptor from parasite H. contortus | HEK293 hcDAF-12 lit1-tk-luc reporter, luminescence; 0% DMSO, 100% Δ7-dafachronic acid | activation, % at 6.8 µM | actives 1.4% (n = 370,000);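 active means activation above the mean of all tested compounds plus 3 SD, cut at about 5.5% in these data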;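 further: 100% = response to 3 µM Δ7-dafachronic acid high control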
# Numbers without * were called inactive; · = no result given.
SMILES,sPLA2-III inh,PLC-gamma1 inh,DAX1 inh-1,hgDAF-12 ag,DAX1 inh-2,ssDAF12 agonist,FXN GAA850 act,ADAM17 inh,PLC-beta3 inh,ADAM10 inh,hcDAF-12 act
COc1cccc(CN2CC(C(=O)NCc3cccc(N4CCCC4)c3)CCC2=O)c1 (centres undefined),-4,-14,0.1,1.1,0.0,-1.0,-1.2,-4,-34,-9,-1.6
CCC(CC)NC(=O)CO/N=C/c1ccccc1OC(F)F,5,1,-0.2,-0.9,0.2,-1.5,-0.5,0,3,4,-1.0
COc1ccc2cc(C)c3nnc(SCC(=O)Nc4cc(OC)c(OC)cc4C(=O)O)n3c2c1,0,-5,0.1,2.0,0.4,-0.4,4.0,-3,-6,-12,0.2
Cc1sc2ncn(CC(=O)Nc3c(F)cccc3F)c(=O)c2c1S(=O)(=O)N1CCC(C)CC1,3,-3,0.4,3.5,0.2,-1.2,-0.2,-1,0,1,-1.3
CCCc1cnc(N2CCN(C(=O)c3c(-c4ccccc4)noc3C)CC2)nc1,-5,-6,0.1,-1.6,-0.7,-1.3,1.8,-11,-13,-20,0.2
COC(=O)c1ccccc1NC(=O)CSCC(=O)Nc1ccccc1OC,-3,0,-0.3,0.3,-0.4,-0.7,-1.0,-1,1,2,-0.7
O=C(N/N=C/c1ccc(O)cc1)c1ccc(COc2cc(Cl)ccc2Cl)o1,-20,-115,-1.0,-2.3,0.0,-1.8,1.6,-55,-140,-125,-1.6
CCC1CC(CSC(=N)N)OC1=O (centres undefined),-3,-1,·,0.9,0.3,-1.6,2.8,-1,-4,-5,-0.6
O=c1[nH]c2ccc(S(=O)(=O)N3CCC(Cc4ccccc4)CC3)cc2o1,-1,0,-1.2,-1.2,0.1,-1.3,-0.3,0,-1,6,-1.9
CCOC(=O)Cc1csc(NC(=O)CCN2C(=O)c3cccc([N+](=O)[O-])c3C2=O)n1,6,4,-0.3,0.9,0.2,-0.6,-2.0,2,-3,1,-1.5
COCCCN1C(=O)[C@H](CC(=O)NCc2ccc(C)o2)[C@]2(C(=O)OC)CCCCC=C12,8,-2,·,0.0,-0.2,-0.4,·,-3,-1,-11,-0.4
CN(C)S(=O)(=O)c1ccc(Cl)c(NC(=O)COC(=O)/C=C/c2ccc3ccccc3n2)c1,-11,0,-0.5,4.7,-1.9,-1.3,0.6,-3,-10,-13,1.9
COc1cc(-n2c(C)nc3cc(C(=O)NCC4CCCO4)ccc32)cc(OC)c1OC (centres undefined),5,2,0.4,-0.2,0.1,-0.9,2.5,-4,-6,2,-3.1
c1ccc(-c2nn3c(Cn4nnc5ccccc54)nnc3s2)nc1,0,-7,-0.8,-0.3,-1.1,-1.3,1.6,-6,-11,-5,-0.6
CCc1nc2scc(-c3ccc(C)cc3)c2c(=O)n1N,4,1,1.7,2.6,0.7,-0.8,2.5,-1,2,0,-2.0
CCc1ccc2oc(C(=O)Nc3nonc3C)c(C)c2c1,1,8,0.6,11*,12*,0.2,2.2,-1,-8,2,4.0
COc1ccc(OCCN(C)CC(=O)Nc2c(C)cccc2C)cc1,9,9,2.5,-1.8,0.2,-1.4,-0.3,7,-2,14,-0.1
CN(C)S(=O)(=O)N1CCN(S(=O)(=O)c2ccc(F)cc2)CC1,4,3,-0.3,-0.3,0.4,-0.5,1.3,-3,4,1,2.1
COc1ccc(C2CC(c3cccs3)=NN2c2nc(-c3ccccc3)cs2)cc1OC (centres undefined),2,-64,-1.6,0.4,0.0,-1.1,-1.2,-8,-64,-16,1.0
Cc1ccc(NC(=S)Nc2ccc(F)cc2)cc1C,9,-1,0.9,-1.1,-0.3,-1.1,0.0,-6,-3,-6,-1.6
N#Cc1cc2cc3c(cc2nc1SCC(=O)OC1CCCCC1)OCO3,-1,-27,0.7,-0.3,1.7,-1.0,3.5,-8,-31,-8,0.0
CC(=O)NNc1nc(-c2ccccc2)c2cc(Br)ccc2n1,-2,1,0.0,0.2,-0.4,-0.8,1.7,-4,1,1,-1.4
C[C@H](CO)N1C[C@H](C)[C@@H](CN(C)Cc2ccc(C(=O)O)cc2)Oc2ccc(NC(=O)Cn3cnnn3)cc2C1=O,4,0,-0.9,0.0,-0.6,-1.4,-1.0,0,-2,-8,-1.4
CCOC(=O)N/N=C\c1ccc(-c2cccc(C(F)(F)F)c2)o1,-2,1,-0.3,1.6,0.1,-1.1,4.6,2,1,4,-1.1
CC(C)CCNC(=O)CN(Cc1ccccc1)C(=O)CCC(=O)Nc1ccccn1,-2,3,-0.3,-0.1,-0.3,-1.0,-1.8,-3,-1,1,1.0
CC(OC(=O)CCN=C1NS(=O)(=O)c2ccccc21)C(=O)N(C)c1ccccc1 (centres undefined),-7,1,-1.5,-0.1,-0.6,-0.8,2.6,-2,-2,-1,-1.8
CN(C(=O)COc1cc(C(F)(F)F)nn1C)c1ccccc1,0,0,-0.8,0.6,0.1,-1.6,1.7,2,0,1,-0.6
CS(=O)(=O)N1N=C(c2ccc3nccnc3c2)CC1c1ccccc1 (centres undefined),0,0,-0.1,-2.7,0.6,-0.5,0.1,1,-1,1,-0.7
O=C(CSc1nnnn1-c1ccccc1)N1CCc2ccccc21,2,2,0.6,2.2,1.2,-0.4,2.0,-4,-2,-1,-0.6
Cn1nccc1NC(=O)Nc1ccc(Cl)cc1,1,1,-0.4,2.3,0.3,0.8,0.1,-1,-4,6,3.0
CC(OC(=O)c1cccc(S(=O)(=O)N(C)C)c1)C(=O)NCC(=O)Nc1ccc(F)c(F)c1F (centres undefined),0,1,-0.1,3.2,0.0,-1.1,0.5,-1,-4,-9,-1.0
CN(CC(=O)Nc1c(Cl)cccc1Cl)C(=O)Cc1cccs1,18,-1,-0.5,-0.3,-0.7,-1.1,-0.1,0,-12,-18,1.3
CSc1nc(N)nc2c1ncn2CC(=O)NCCNc1ccc([N+](=O)[O-])cn1,-3,2,0.1,-0.9,-1.6,-0.6,-0.1,-1,5,-1,-1.3
O=C(Nc1ccc(F)cc1)c1cccc(NC(=O)C2C3CC4OC(=O)C2C4C3)c1 (centres undefined),2,8,0.4,1.2,-0.4,-1.7,-1.7,-4,0,5,-1.4
COc1cccc(N2C(=O)CC(N3CCN(S(=O)(=O)c4ccccc4[N+](=O)[O-])CC3)C2=O)c1 (centres undefined),-11,-4,-1.1,-0.4,-1.3,-0.4,0.4,-2,-5,-7,-2.2
[O-]C1=N/[N+](=C/c2ccccc2Cl)CC1,6,11*,-0.3,-2.1,-0.5,-0.2,-2.3,8,7,5,-1.3
CCCCN1C(=O)c2ccc(C(=O)NCCN3C(=O)S/C(=C\c4cccnc4)C3=O)cc2C1=O,-3,4,-1.1,1.5,0.1,-0.1,2.6,2,4,5,0.8
COc1ccc([C@@H]2[C@@H]3C(=O)N(C(C)(C)C)C(=O)[C@@H]3[C@]3(Cc4ccccc4)C(=O)N(c4ccc(C(F)(F)F)cc4)C(=O)N23)cc1,-7,0,0.0,2.6,-0.1,-0.6,-3.1,0,1,8,-1.6
O=C(CN1CCN(c2ccccc2F)CC1)c1c[nH]c2ccc(F)cc12,-6,-5,0.3,0.0,0.0,-1.4,-0.5,-3,-5,-7,-1.2
Cc1cccc(OCCn2nnc3ccccc32)c1C,-3,0,0.3,7.6,0.5,-0.6,4.1,-3,-4,-8,-0.4
C[C@H](O)[C@@H]1CN2CCc3ccc(-c4ccc5c(c4)OCO5)cc3[C@@H]2C[C@@H]1N(C)Cc1cc(Cl)cc(Cl)c1,-2,3,·,0.9,0.1,-0.5,·,-1,3,-17,-0.8
COC(=O)c1cc(-c2ccc(C)cc2)n[nH]1,-5,10*,0.6,6.8,0.8,-0.5,3.0,5,4,15,1.6
O=C(CSc1nnc(-c2ccco2)o1)c1ccc(F)c(F)c1,-14,-5,-0.4,-1.3,0.5,0.0,1.7,-6,-4,0,-1.0
C=C(Br)Cn1cnc2ccccc21,2,1,-1.5,1.2,-0.7,-1.6,-0.1,1,6,10,-1.9
Cc1ccc(S(=O)(=O)N(C)C)cc1NC(=O)CSc1nc2ccccc2c(=O)n1CC1CCCO1 (centres undefined),-3,4,0.0,3.6,1.8,-0.3,-1.9,2,-2,4,-2.0
Cc1ccsc1C(=O)c1sccc1C,3,0,0.1,2.2,-0.3,-1.7,2.0,-2,0,-7,-2.3
COc1ccc(S[C@]2(C(=O)N3CCOCC3)CC(=O)N(C(=O)c3ccccc3)[C@@H]2c2ccc(OC)cc2)cc1,-7,0,·,6.8,-1.8,-1.4,·,2,0,0,1.7
O=C(NCc1ccncc1)c1ccc(N2CCCC2)c([N+](=O)[O-])c1,7,5,-1.4,-1.9,-0.9,-1.9,0.3,3,1,-4,-2.7
O=C(OCC(=O)N1CCN(c2ccccc2)CC1)c1ncc(Cl)c(Cl)c1Cl,1,-1,1.3,0.2,0.1,0.1,1.4,-6,-11,-5,0.1
CC1CC(OC(=O)C(O)c2ccccc2)CC(C)(C)N1C (centres undefined),-1,1,0.5,2.4,-0.8,-1.5,-0.1,-1,1,2,0.2

# Remaining list, next part.
SMILES,sPLA2-III inh,PLC-gamma1 inh,DAX1 inh-1,hgDAF-12 ag,DAX1 inh-2,ssDAF12 agonist,FXN GAA850 act,ADAM17 inh,PLC-beta3 inh,ADAM10 inh,hcDAF-12 act
CC1CCN(C(=O)COC(=O)CCC(=O)c2cccs2)CC1,2,5,0.3,-0.9,-0.3,-0.8,0.2,-6,3,-8,-1.3
CCOC(=O)c1ccc(N(CC(=O)NCC2CCCO2)C(=O)CCC(=O)Nc2cc(C)on2)cc1 (centres undefined),4,1,0.3,2.4,0.4,-1.1,-0.3,-3,-7,1,0.1
O=C(Nc1cccc(S(=O)(=O)Nc2ccccc2Cl)c1)c1ccc(Cl)nc1,-19,-3,-4.5,-5.3,-2.6,-2.4,-4.5,1,2,5,-3.6
O=c1c2ccccc2nc2n1C1(CCCCC1)Cc1ccccc1-2,1,-4,-0.8,-0.2,-0.5,-1.4,3.0,1,-4,5,-1.1
Nc1cc(N)nc(SCc2ccc(Cl)cc2)n1,-3,1,3.0,1.7,-0.5,-1.6,2.6,-1,-3,0,3.0
CCCC(CCC)C(=O)Nc1c[nH]c(=O)[nH]c1=O,3,2,-0.7,0.0,-0.3,-1.5,2.3,-3,-2,-4,-0.7
O=C(O)c1ccc(Cl)c(S(=O)(=O)N(Cc2ccccc2)c2ccc(Cl)cc2)c1,-38,-3,0.1,-0.1,-0.8,-0.8,-1.5,-2,-9,9,4.9
Cc1cccc(C)c1NC(=O)C(c1ccccc1)N1CCN(C/C=C/c2ccccc2)CC1 (centres undefined),-7,8,·,-0.6,-0.8,-0.9,·,8,9,14,2.4
